Screening results from PubChem BioAssay.
Pol III holo inh – DNA polymerase III holoenzyme inhibition. reconstituted DNA polymerase III holoenzyme replication, biochemical. Potency, µM (titrated, usually from 57.1 µM), for the others: at the highest dose activity change, negative = inhibition. 0.25% of 71,000 active; also: potency is read from the fitted curve at half-maximal effect; % is scaled to controls: 0 for no effect and ±100 for the full control effect
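Reconstituted *E. coli* holoenzyme (0.35 nM Pol III, 1 nM beta, 154 nM SSB, 2 nM primase) was preincubated with compound for 15 min at RT. Synthesis on 1.4 nM ssM13Gori ran 35 min, then was stopped with PicoGreen/EDTA and read as dsDNA fluorescence.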
HEK293 cAMP cs – raises cAMP in parental HEK293 cells, TSHR agonist counter-screen | parental HEK293 CNG cAMP sensor, membrane potential fluorescence | Potency, µM (series often up to 57.1 µM), for the others: top-dose activation, hits mostly activators | 2.5% of 73,000 active; also: potency is read from the fitted curve at half-maximal effect; % of control where 0% means no effect; nearly all actives have a fitted effect of over 55% in size
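Counterscreen for endogenous-receptor signalling: CNG-channel HEK 293 cells report cAMP rise by membrane depolarization. After 60 min dye equilibration with 100 uM RO 20-1724, compounds incubated 30 min before bottom-read fluorescence at 590 nm.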
BRCT inh red – inhibitors of human BRCA1 BRCT-phosphoprotein interaction (red fluorophore) | P38398 | BRCT-phosphopeptide binding, red fluorescence polarization | Potency, µM (series often up to 76.9 µM), for inactives: at the highest dose activity change, negative = inhibition, hits mostly inhibitors | 0.03% of 75,000 active; also: % is scaled to controls: 0 for no effect and ±100 for the full control effect
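Fluorescence polarization: 100 nM His-tagged BRCA1 BRCT with 100 nM TAMRA-labelled phospho-BACH1 decapeptide, phosphate buffer pH 7.3 with 150 mM NaCl, DTT, 0.01% Tween 20; 12 min RT. Binding inhibition seen as FP decrease.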
HADH2 inh – blocks human hydroxyacyl-CoA dehydrogenase type II. AID 886. Q99714. Potency, µM (highest dose often 57.1 µM), without a hit: at the top dose activity change, negative = inhibition, hits mostly inhibitors. recombinant HADH2, NADH fluorescence, beta-hydroxybutyryl-CoA. 3.4% of 73,000 active; also: potency is read from the fitted curve at half-maximal effect; % is scaled to controls: 0 for no effect and ±100 for the full control effect; nearly all actives have a fitted effect of over 60% in size; many of its hits are not listed in these tables
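NADH fluorescence (ex 360/em 450 nm) read every 30 s for 4 min; activity taken as last-minus-first time point difference. Enzyme 20 nM, NAD+ 1 mM, beta-hydroxybutyryl-CoA 90 uM, pH 9.0 Tris buffer.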
ALOX15 inhib – 15-hLO (ALOX15) enzyme inhibition; P16050; 1.4% of 74,000 active; purified 15hLO-1, xylenol orange hydroperoxide absorbance; Potency, µM (titrated, usually from 57.1 µM), for inactives: at the top dose activity change, negative = inhibition, usual class: inhibitors; also: potency is read from the fitted curve at half-maximal effect; % is scaled to controls: 0 for no effect and ±100 for the full control effect; nearly all actives have a fitted effect of over 55% in size
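40 nM 15hLO-1 + cpd, 15 min RT; start w/ 50 uM AA (final), 6 min RT; stop/detect w/ 200 uM XO + 300 uM Fe(II) in 50 mM H2SO4, 30 min; A573/A405. Buffer 25 mM Hepes pH 7.5, 0.01% Triton X-100. No-enzyme wells as negative control.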
Tau filament bind – tau filament binding; recombinant tau filaments, thioflavin S fluorescence, 15 h; filaments grown with octadecylsulfate alongside compound; AID 596; Potency, µM (highest dose often 57.1 µM), for inactives: top-dose activity change, negative = inhibition; P10636; 2% of 71,000 active;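 also: potency is read from the fitted curve at half-maximal effect; % is scaled to controls: 0 for no effect and ±100 for the full control effect; actives lower thioflavin S fluorescence by blocking filaments or displacing dye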
Target sequence (P10636 whole entry, looked up): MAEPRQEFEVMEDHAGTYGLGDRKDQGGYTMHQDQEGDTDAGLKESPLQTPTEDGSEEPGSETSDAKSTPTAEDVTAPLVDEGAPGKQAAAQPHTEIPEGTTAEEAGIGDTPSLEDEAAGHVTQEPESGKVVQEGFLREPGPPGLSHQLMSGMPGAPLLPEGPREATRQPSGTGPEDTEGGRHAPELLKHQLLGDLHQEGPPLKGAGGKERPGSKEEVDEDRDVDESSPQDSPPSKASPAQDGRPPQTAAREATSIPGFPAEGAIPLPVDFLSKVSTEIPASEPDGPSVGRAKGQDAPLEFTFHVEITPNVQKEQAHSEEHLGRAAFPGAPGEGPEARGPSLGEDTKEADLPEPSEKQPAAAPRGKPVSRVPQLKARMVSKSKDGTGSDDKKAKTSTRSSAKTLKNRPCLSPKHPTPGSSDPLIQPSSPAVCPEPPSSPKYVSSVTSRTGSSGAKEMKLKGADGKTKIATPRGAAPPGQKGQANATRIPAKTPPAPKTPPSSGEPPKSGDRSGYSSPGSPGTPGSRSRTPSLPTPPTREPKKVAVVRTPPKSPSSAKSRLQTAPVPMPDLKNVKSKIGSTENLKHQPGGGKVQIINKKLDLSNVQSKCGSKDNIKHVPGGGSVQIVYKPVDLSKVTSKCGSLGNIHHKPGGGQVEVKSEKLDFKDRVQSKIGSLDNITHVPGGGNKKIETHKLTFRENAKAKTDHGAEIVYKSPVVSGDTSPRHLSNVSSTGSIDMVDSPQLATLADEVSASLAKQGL
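Tau 2 uM in ThS buffer dispensed; compound added; 60 uM ODS added (finals 1 uM tau, 30 uM ODS); 15 h 37 C; fluor ex450/em510.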
Caspase-1 inhib – caspase-1 (human) inhibition, allosteric or competitive; Potency, µM (doses to about 57.5 µM), without a hit: top-dose activity change, negative = inhibition, actives largely listed as inhibitors; 0.03% of 75,000 active; P29466; Caspase-1 enzyme, Ac-WEHD-AFC fluorogenic rate;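 also: potency is read from the fitted curve at half-maximal effect; plate controls were vehicle for no effect and no substrate for full effect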
Target sequence (P29466 120-297 limits assumed): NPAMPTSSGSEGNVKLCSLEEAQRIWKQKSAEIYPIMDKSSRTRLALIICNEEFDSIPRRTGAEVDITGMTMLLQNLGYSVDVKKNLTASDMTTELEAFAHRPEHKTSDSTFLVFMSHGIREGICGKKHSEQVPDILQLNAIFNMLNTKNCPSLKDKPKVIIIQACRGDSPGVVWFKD
Target sequence (P29466 317-404 limits assumed): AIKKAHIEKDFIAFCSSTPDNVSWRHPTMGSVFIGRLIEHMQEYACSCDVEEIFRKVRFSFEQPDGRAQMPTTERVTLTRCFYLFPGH
USP2a inhib – blocks human ubiquitin-specific protease USP2a. O75604. USP2a enzymatic assay, qHTS inhibition. Potency, µM (series often up to 38.3 µM), for inactives: top-dose activity change, negative = inhibition, usual class: inhibitors. 0.1% of 60,000 active;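 also: potency is read from the fitted curve at half-maximal effect; nearly all actives have a fitted effect of over 60% in size; plate controls were DMSO for no effect and NEM full inhibition control for full effect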
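USP2 core (20 nM final) was preincubated with compound for 30 min at RT in 20 mM Tris-HCl pH 8.0, 2 mM CaCl2, 2 mM beta-mercaptoethanol; Ub-PLA2 (20 nM) plus NBD C6-HPC (20 uM) then added, fluorescence read after 2.5 h.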
BRCT PPI green – blocks human BRCA1 BRCT binding to phosphopeptide, green readout; P38398; BRCA1 BRCT-phosphopeptide binding, green fluorescence polarization; Potency, µM (doses to about 76.9 µM), inactives show top-dose activity change, negative = inhibition, hits mostly inhibitors; 0.05% of 75,000 active;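 also: potency is read from the fitted curve at half-maximal effect; plate controls were peptide without protein for full effect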
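Compounds were incubated for 12 min at room temperature with a complex of 100 nM fluorescein-tagged pBACH1 decapeptide and 250 nM His-tagged BRCT protein. Buffer was phosphate pH 7.3 with EDTA, DTT and Tween 20. Disruption of binding lowers the polarization signal.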
Rhodamine autofl – compound autofluorescence in rhodamine spectral region; AID 594; max dye-equivalent concentration, M; Rhodamine-region fluorescence, 547/598 nm, Tris buffer; stronger effect = higher value; 0.05% of 59,000 active; in the data active = max dye-equivalent concentration above about 11 nM; inconclusive = between about 1.1 nM and that limit
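Compounds in 100 mM Tris buffer, pH 8.0, were incubated 15 min at room temperature, then read at 547 nm excitation and 598 nm emission. Fluorescence was normalized against a per-plate six-point rhodamine standard curve as dye-equivalent concentration.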
Caspase-7 inhib – caspase-7 (human) inhibition, allosteric or competitive; P55210; recombinant caspase-7, Ac-DEVD-AFC fluorescence rate; 0.02% of 75,000 active; Potency, µM (highest dose often 57.5 µM), without a hit: at the top dose activity change, negative = inhibition, hits mostly inhibitors; AID 889; active = well fitted inhibition curve with a large enough effect in the main read-out, with a control signal flat, not every such curve was filed as active; inconclusive = small, poorly fitted or top-dose-only effect, or a change in a side signal; also: potency is read from the fitted curve at half-maximal effect; % of control where 0% means no effect
Active calls of the source: *; i = inactive; ? = inconclusive; / = no result given; & = joins results of further samples; [ ] = another dose, or the depositor's remark. Unless noted, calls follow the shape of the dose curve; as a rule, active = well fitted curve in the direction sought with a large enough effect; inconclusive = small, poorly fitted or top-dose-only effect, or another doubt; inactive = no such curve, though single readings can be large; an effect the other way counts as inactive or inconclusive. Not all compounds are listed, so the mix of outcomes need not match the whole.

Every second line gives: Pol III holo inh	HEK293 cAMP cs	BRCT inh red	HADH2 inh	ALOX15 inhib	Tau filament bind	Caspase-1 inhib	USP2a inhib	BRCT PPI green	Rhodamine autofl	Caspase-7 inhib
[1] CCN(CC)CCCN=Cc1c(O)n(CCc2ccc(OC)c(OC)c2)c(=O)[nH]c1=O
→ 0%	4%	0.9%	16%	7%	6%	-2%	8%	-1.5%	i	0%
[2] COc1ccc(NC(=O)CN2C3CCC2CC(O)(c2cccnc2)C3)cc1OC (stereo not given)
→ 1%	-5%	-2.1%	9%	12%	-4%	2%	22%	-2.0%	i	3%
[3] Nc1ccc(CCN2CCN(c3cccc(C(F)(F)F)c3)CC2)cc1
→ -10%	?	-2.5%	6%	5%	-8%	2%	7%	-2.8%	i	2%
[4] CN1CCCC2(CCN(C(=O)c3ccncc3)CC2)C1
→ -6%	10µM*	1.4%	?	-3%	4%	-1%	?	-1.7%	i	0%
[5] O=S1(=O)CC2(N3CCOCC3)CCCCCCC21 (stereo not given)
→ -8%	-1%	-0.8%	-2%	-2%	-10%	2%	-4%	4.4%	i	0%
[6] N[C@H](Cc1ccc2oc3cc(=O)c4ccccc4c-3nc2c1)C(=O)O
→ -3%[11.4 µM]	-8%[11.4 µM]	-22%[15.4 µM]	-13%[11.4 µM]	-7%[11.4 µM]	406%[11.4 µM]	-8%[11.5 µM]	/	?	1.2e-08M*	-25%[11.5 µM]
[7] O=C(N1CCOCC1)C1(c2ccccc2)CCNCC1
→ -9%[11.4 µM]	9%[11.4 µM]	-1.8%[15.4 µM]	7%[11.4 µM]	2%[11.4 µM]	-7%[11.4 µM]	-3%[11.5 µM]	/	0.9%[15.4 µM]	i	2%[11.5 µM]
[8] CCCCCCC(N)CC(=O)O (stereo not given)
→ -2%	-20%	1.1%	-14%	0%	-1%	0%	2%	-0.5%	/	-1%
[9] NC(N)=NCCCCCCCCCCN=C(N)N
→ -5%	0%	1.6%	6%	5%[25.6 µM]	-7%	0%	/	2.1%	/	0%
[10] N[C@H]1C[C@H]1c1ccccc1
→ -3%[25.6 µM]	3%[25.6 µM]	-1.2%[34.4 µM]	4%[25.6 µM]	4%[25.6 µM]	1%[25.6 µM]	-3%[25.7 µM]	-2%[17.1 µM]	-2.1%[34.4 µM]	i	0%[25.7 µM]
[11] N[C@@H](CSC1c2ccccc2-c2ccccc21)C(=O)O
→ 8%[11.4 µM]	9%[11.4 µM]	-1.0%[15.4 µM]	-6%[11.4 µM]	-20%[11.4 µM]	8%[11.4 µM]	-3%[11.5 µM]	/	1.0%[15.4 µM]	i	-2%[11.5 µM]
[12] CNCCc1ccc(O)c(O)c1
→ -4%	?	-3.6%	1.3µM*	?	9%	1%	-2%	-2.5%	i	-2%
[13] CCOc1c(P(=S)(N(C)C)N(C)C)c(C)nn1-c1ccccc1
→ -6%	18%	-0.5%	7%	0%	-3%	0%	11%	1.4%	i	-1%
[14] CC(C)CCCC(C)C1CCC2C3=CC[C@@H]4CC(O)CC[C@@]4(C)C3CC[C@]21C (stereo not given in full)
→ /	/	-2.4%	/	?	/	2%	62%[activator]	-0.1%	/	0%
[15] C[C@H]1CCCC(=O)CCCCCc2cc(O)cc(O)c2C(=O)O1
→ -3%	-18%	0.1%	-2%	-20%	7%	-2%	2%	-3.5%	i	-1%
[16] NC(N)=NOCCC(N)C(=O)O (stereo not given)
→ /	/	-1.9%&0.5%	5%	5%&7%	/	2%&-2%	2%&0%	-1.2%	/	-1%&0%
[17] C=CCN1CCC2(C)c3cc(O)ccc3C[C@H]1[C@H]2C
→ -10%&-4%&-4%	14%&3%&-4%	0.0%&0.6%&0.8%	5%&12%&11%	-1%[25.6 µM]	-13%&-8%&-5%	1%&-1%&1%	-1%&2%	1.0%&-1.1%&-1.3%	i	0%&3%&0%
[18] O=c1[nH]c(=O)n(Cc2ccc(F)cc2)c(O)c1C=NCC1CCCO1 (stereo not given)
→ -6%	-3%	-1.1%	12%	10%	2%	-1%	11%	0.0%	i	-2%
[19] CSC1=NP(=S)(SC)N2CCCC2=C1C#N (stereo not given)
→ -6%	2%	-0.7%	0%	-9%	-8%	-2%	2%	-0.4%	i	0%
[20] C=CCBr
→ -1%	?	0.0%	0%	3%	-15%	-3%	/	-1.0%	/	2%
[21] Cc1[nH]c2c(Cl)cccc2c1CCN
→ -4%	3%	0.5%	0%	2%	-13%	-1%	-7%	-1.2%	i	3%
[22] C[C@@]12CCC(Cl)C[C@H]1CCC1C2CC[C@]2(C)C(=O)CCC12 (stereo not given in full)
→ /	/	0.6%	/	-4%	/	0%	-1%	-3.6%	/	1%
[23] c1ccc(C2=NP(N3CCOCC3)(N3CCOCC3)=NC(N3CCOCC3)=N2)cc1
→ -1%	-9%	-0.2%	-10%	2%	-8%	-4%	-5%	-0.2%	i	0%
[24] N=Cc1c(O)n(-c2cccc(Cl)c2)c(=O)[nH]c1=O
→ -6%	11%	0.2%	5%	2%	-2%	4%	-6%	0.7%	i	-2%
[25] CSc1ccc(C(=O)C(C)(C)N2CCOCC2)cc1
→ -4%	?	1.4%	-6%	-1%	-4%	-1%	7%	-2.5%	i	0%
[26] c1ccc(N2CC3(CCNCC3)C2)nc1
→ 0%	6%	0.8%	5%	1%	-7%	-2%	9%	-0.6%	i	0%
[27] Brc1ccccc1
→ -3%	9%	0.1%	-4%	5%	0%	-1%	/	-1.2%	/	1%
[28] C=C(Cl)CCl
→ -5%	24%	-0.9%	-9%	-1%	1%	-3%	/	0.2%	/	0%
[29] [O-][n+]1onc2c1CCC1N(O)CCC21O (stereo not given)
→ 0%	?	-0.9%	-8%	2%	-1%	2%	-4%	-1.2%	i	0%
[30] COc1ccc(C[C@@H]2C(=O)N[C@H](C)C(=O)N(C)[C@@H]3C(=O)N(C)[C@@H](Cc4ccc(O)c(c4)Oc4ccc(cc4)[C@H]3O)C(=O)N[C@@H](C)C(=O)N[C@H](C)C(=O)N2C)cc1
→ 0%[11.4 µM]	6%[11.4 µM]	1.1%[15.4 µM]	9%[11.4 µM]	10%[11.4 µM]	12%[11.4 µM]	5%[11.5 µM]	/	1.3%[15.4 µM]	i	-1%[11.5 µM]
[31] O=C(CCC(=O)N1CCC2(CC1)OCCO2)Nc1nnc(C(F)(F)F)s1
→ -3%	?	-1.9%	-11%	8%	3%	0%	3%	-4.1%	i	-1%
[32] CN1C2CCC1CC(OC(c1ccccc1)c1ccccc1N)C2 (stereo not given)
→ /	/	-1.5%	/	-13%	/	-2%	-2%	-4.1%	/	2%
[33] Cc1ccc(-c2nc(CS(=O)CC(=O)N3CCC4(CC3)OCCO4)c(C)o2)cc1 (stereo not given)
→ 4%	?	-2.6%	-12%	-3%	1%	2%	-4%	0.7%	i	-1%
[34] Oc1ccc(Cl)cc1Cc1ccccc1
→ -1%	35%	-1.5%	?	?	-3%	-7%	/	17%	/	-7%
[35] CC(=NCCCN1CCCCC1)c1c(O)n(Cc2ccccc2)c(=O)[nH]c1=O
→ -3%	14%	-0.4%	-2%	-4%	9%	-1%	25%	0.8%	i	-4%
[36] CCOc1cc(C2NCc3ccccc3-n3cccc32)ccc1O (stereo not given)
→ -1%	7%	-0.1%	-7%	-8%	-3%	0%	1%	-0.8%	i	-1%
[37] NC[C@H](CC(=O)O)c1ccc(Cl)cc1
→ -6%	3%	-1.2%	-2%	-19%[25.6 µM]	?	0%	/	-6.3%	/	-2%
[38] CC(C)NC(=O)N1CCC2(CCNCC2)CC1
→ -5%	6%	0.4%	-12%	5%	-6%	1%	5%	-2.0%	i	-1%
[39] O=C1C=Cc2ccccc2C1=O
→ /	-6%	-1.0%	4µM*	?	/	-7%	/	-0.9%	/	-8%
[40] C=Cn1ccnc1P(=S)(c1c(C)nn(-c2ccccc2)c1C)c1nccn1C=C
→ 0%	21%	0.1%	-6%	4%	6%	-2%	35%[activator]	-3.7%	i	1%
[41] C=C[C@@H]1C[C@@]1(C)[C@@H](NP(=O)(c1ccccc1)c1ccccc1)c1ccccc1
→ 1%	5µM*	0.8%	-1%	-8%	-1%	-1%	/	-2.0%	/	-3%
[42] O=C(CCCn1c(=O)[nH]c2cc(Cl)ccc2c1=O)N1CCC2(CC1)OCCO2
→ 0%	0%	-0.2%	8%	1%	-3%	1%	2%	-1.6%	i	0%
